Source: PubChem (several laboratories)
Yfh1-off respiration: mitochondrial function rescue without frataxin homolog – Friedreich's ataxia, plus single-dose screen, dose response (AID 1465); one-dose fold induction at 50 µM; EC50 in µM for titrated hits; S. cerevisiae Yfh1-off respiration, WST-1 reduction, 72 h; higher fold induction means a stronger effect; hit rate 0.074% among 220,000;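 active = fold induction of absorbance versus untreated yeast above a set limit, then at least 30% activation at any dose in follow-up; inconclusive = repeats straddling the limit, or above it without dose testing; inactive = fold induction below the set limit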;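 note: activators that raise dye reduction in frataxin-depleted yeast; strong numbers were not always called active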
bCat nuc transl: beta-catenin nuclear translocation modulation | HeLa beta-catenin nuclear translocation, immunofluorescence imaging | nuclear translocation activity, % at 5 µM | hit rate 0.3% among 190,000;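 active = nuclear translocation activity above 50% at 5 µM, with a well cell count of 50 or more; inconclusive = wells under 50 cells across six images, flagged as toxic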;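 note: per-cell ratio of nuclear to cytoplasmic median beta-catenin stain intensity; plate controls were DMSO negative control for no effect and GSK-3 inhibitor IX positive control for full effect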
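assay system = human HeLa cells, endogenous beta-catenin | times = compound treatment 24 h, 37°C, 5% CO2 | detection = Anti-beta-catenin immunofluorescence on PFA-fixed, Triton-permeabilized cells, DAPI nuclei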
Insulin prom up: MIN6 insulin promoter up-regulation. MIN6 insulin promoter-GFP reporter, high-content imaging; stronger effect = higher value. z-score at 5 µM. hit rate 0.3% among 190,000. AID 1625;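 active = z-score above 3 at 5 µM with at least 500 cells counted in the well; inconclusive = wells under 500 cells, flagged as cytotoxic or low count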
Autophagy HCS: autophagy modulation, high-content screen; MEF GFP-LC3 puncta imaging; test concentration mostly 10 µM; calls only at 10 µM (by protocol); hit rate 0.98% among 190,000;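 active = percentage of spot-positive cells more than 3 SD above its plate mean, without a fluorescence outlier flag or 80% toxicity; inconclusive = no clear call, values can overlap the other calls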;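 note: spot-positive cell cutoff set from DMSO-treated cells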
Dynein transport: dynein cargo transport inhibition | hit rate 0.47% among 220,000 | z-score, hits read low | 3617.4 mouse cells, GR-EGFP nuclear translocation imaging; test concentration mostly 20 µM; stimulated with dexamethasone, 1 µM; stronger effect = lower value | AID 1381;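 active = plate z-score of nuclear minus cytoplasmic receptor signal below a set negative limit, without overly bright fluorescence or cell loss, cut at about -3.5 in these data, passing the limit was not always enough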;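 note: z-score of nuclear minus cytoplasmic ring GR-EGFP intensity difference per well; some compounds called inactive have numbers as strong as hits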
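Also added: dexamethasone, 1.0 µM final. Medium: tet-free, stripped-serum medium. Detection: fixed, Hoechst-stained cells imaged at 10x for EGFP. Read-out: nuclear-to-cytoplasmic GR-EGFP distribution per well. Times: induction 48 h, compound 1 h, agonist 30 min.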
AID2073: inhibitors of Mint1-CaV2.2 protein interaction, biochemical, HTRF (AID 2073); inhibition, % at 20 µM, or IC50 in µM where a hit was titrated; HTRF protein-protein interaction, Mint1-CaV2.2; higher % means a stronger effect; hit rate 0.19% among 290,000; in the data active = inhibition mostly above about 51%, no sharp cut-off; inconclusive = no clear call, values can overlap the other calls; inactive = mostly below about 53%; note: some results filed as inactive read as strong as hits
HIV fusion peptide: cell-free HIV fusion peptide-binding blockers – biochemical, uHTS, fluorescence dequenching, primary screen (AID 1986); cell-free peptide binding, fluorescence dequenching, 30 min; higher % means a stronger effect; one-dose inhibition, % at 20 µM; IC50 in µM for titrated hits; hit rate 0.3% among 290,000; in the data active = inhibition mostly above about 52%, no sharp cut-off; inactive = mostly below about 76%; note: some results filed as inactive read as strong as hits
WT yeast gro inh: growth inhibition of WT yeast, mitochondrial fusion screen; mitochondrial fusion phenotypic screen, WT strain; inhibition, % at 10 µM; hit rate 2.1% among 190,000; in the data active = inhibition above about 58%; tested in S. cerevisiae
MT stabilize HCS: stabilizes microtubules in HeLa cells; HeLa tubulin immunostaining HCS, 24 h; share of cells brighter than vehicle mean+2SD; % tubulin-high responders, % at 10 µM; hit rate 0.83% among 200,000; AID 2205;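 active = plate Z-score above 3 for both tubulin-high and condensed-nucleus cell shares, with cell loss under 80%, at 10 µM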;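 note: anti alpha tubulin signal scored within the nucleus-defined area of each cell; some results filed as inactive read as strong as hits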
WT yeast gro inh mutant strain: second read-out of WT yeast gro inh, no call of its own (marks repeat the call); inhibition, %; mitochondrial fusion phenotypic screen, mutant strain inhibition
Dynein transport cytoplasmic EGFP: recorded beside Dynein transport, whose call it bears; z-score; measured here: cytoplasmic GR-EGFP intensity; stronger effect = higher value
Dynein transport nuclear GR-EGFP: further read-out of Dynein transport, marked with its call; z-score; measured here: nuclear GR-EGFP intensity;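 lower value marks the stronger effect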
Dynein transport cell count: further read-out of Dynein transport, marked with its call; z-score; measured here: cell count per field
Insulin prom up cell count: recorded beside Insulin prom up, whose call it bears; cell count; measured here: cytotoxicity, nuclei count;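 total cells summed across four imaged fields per well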
bCat nuc transl cell count 5 µM: also measured in bCat nuc transl; calls as there; cell count; measured here: cell count, cytotoxicity flag
MT stabilize HCS Hoechst-high %: also measured in MT stabilize HCS; calls as there; % Hoechst-high responders; measured here: nuclear condensation Hoechst responders;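 share of cells brighter than vehicle mean plus two SD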
MT stabilize HCS cytotoxicity %: second read-out of MT stabilize HCS, no call of its own (marks repeat the call); toxicity, %; measured here: cytotoxicity by cell density;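 0% = mean cell density of plate MIN control wells and 100% = no cells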
Autophagy HCS cell loss 18 h: recorded beside Autophagy HCS, whose call it bears; toxicity, %; measured here: cell loss, nuclei count;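 cell loss after 18 h compound exposure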
* hit, by the source's call; i = inactive; ? = inconclusive; . = no result given.

structure	Yfh1-off respiration	bCat nuc transl	bCat nuc transl cell count 5 µM	Insulin prom up	Insulin prom up cell count	Autophagy HCS	Autophagy HCS cell loss 18 h	Dynein transport	Dynein transport cytoplasmic EGFP	Dynein transport nuclear GR-EGFP	Dynein transport cell count	AID2073	HIV fusion peptide	WT yeast gro inh	WT yeast gro inh mutant strain	MT stabilize HCS	MT stabilize HCS Hoechst-high %	MT stabilize HCS cytotoxicity %
CC1(C)CC(=O)C=C(NNC(=O)OC(C)(C)C)C1	i	-5.7	1097	0.11	1141	i	6.5	-0.515	-0.191	0.092	0.386	-4.7%	-3.3%	1.2	14.9	3.9	2.1	7.1
CC(C)C(OC(=O)c1cc2sccc2n1C)C(=O)NCC1CCCO1 (stereo not drawn)	i	.	.	.	.	i	-29.4	-0.308	-0.218	-0.0292	0.0246	5.4%	-1.2%	-2.7	-5.4	3.3	2.4	13.0
CC(C)CCNC(=O)c1ccc(Cl)c(NC(=O)c2ccccc2F)c1	i	-1.1	921	1.17	1417	i	-7.9	0.791	-0.136	0.432	0.486	8.4%	0.4%	-1.2	-4.7	3.9	1.5	2.4
CC[n+]1c(/C=C2\C=C(C)CC(C)C2)sc2ccccc21 (stereo not drawn)	i	5.9	1328	?	.	i	35.9	-1.31	1.14	-0.158	-0.586	-21.0%	-0.9%	19.2	9.4	1.5	1.2	2.7
Cc1ccc(NC(=O)CSc2nc(C)c(Cc3ccccc3)c(=O)[nH]2)cc1	i	0.4	1089	-0.5	1088	i	-4.4	-0.491	-0.222	-0.21	0.185	13.0%	3.2%	-3.2	-20.9	3.1	2.7	7.3
CC1CCCCN1C(=O)COc1ccc(F)cc1 (stereo not drawn)	i	0.8	1417	0.15	1589	i	12.7	-0.282	-0.259	-0.142	0.482	-12.2%	-0.7%	3.1	2.3	1.6	1.5	3.4
O=C(COC(=O)c1ccccc1[N+](=O)[O-])c1ccc(C2CCCCC2)cc1	i	2.0	1423	-2.44	506	i	17.1	-0.377	-0.103	-0.258	-0.12	-4.9%	-1.9%	59.7*	23.4*	1.6	1.2	4.6
CC(=O)Nc1ccc(S(=O)(=O)N2CCN(CCC#N)CC2)cc1	i	2.7	946	-1.16	2065	i	-9.2	-0.387	-0.161	0.0231	-0.187	10.1%	1.5%	8.6	2.6	2.8	1.9	5.3
CCC(=O)Nc1ccc(Cl)c(NC(=O)c2cccnc2)c1	i	0.0	988	0.95	1187	i	-3.5	-0.477	-0.155	-0.182	0.0405	20.0%	1.4%	17.9	21.6	1.0	1.8	5.3
CCn1c(CCNC(=O)c2ccccc2Cl)n[nH]c1=S	i	1.1	1439	0.34	1675	i	-32.7	1.2	-0.161	1.12	-0.699	7.4%	-2.3%	-6.1	10.3	3.5	1.5	8.0
Cc1sc2ncnc(-n3nnc4ccccc43)c2c1C	i	-1.7	929	-0.01	1622	i	-1.4	-0.401	-0.287	-0.314	0.119	11.1%	-0.4%	-5.4	1.5	7.0	1.5	11.9
COC(=O)c1ccc(NC(=S)NCC2CC2)cc1	i	-0.1	1549	.	.	i	31.0	-1.07	-0.357	-0.261	1.1	-12.5%	-1.7%	-11.5	-13.5	.	.	.
Brc1cnc2nc[nH]c2c1	i	-0.1	1303	0.23	1077	.	.	-0.624	-0.217	0.112	0.64	4.4%	-0.4%	.	.	.	.	.
C/C(N)=C(/C#N)C(=O)COC(=O)c1ccc(O)cc1	i	0.2	458	0.11	1273	i	-8.8	-0.209	-0.246	-0.364	0.1	6.0%	-0.8%	-21.8	-12.2	1.3	3.4	7.7
O=C(Cn1c2c(c(-c3ccccc3Cl)cc1=O)CCC2)NCCCN1CCOCC1	i	0.8	1216	0.03	1152	.	.	0.384	-0.281	0.813	0.479	8.7%	-0.8%	.	.	.	.	.
OCCNCCSc1ccc(Cl)cc1	i	-0.8	1066	.	.	i	-1.0	-0.907	-0.353	-0.416	1.93	-3.0%	-0.7%	3.2	9.2	1.4	1.5	2.6
COCCn1c(SCC(=O)Nc2sc(C)c(C)c2C#N)nnc1-c1ccc(OC)cc1	i	-4.9	987	-0.64	1186	i	-9.6	0.738	-0.324	0.179	-0.0797	-1.7%	0.8%	18.4	3.6	5.1	3.2	6.4
Clc1ccc(Cn2nc(-c3ccccc3)nc2-c2ccccc2)cc1	i	1.5	1108	-0.2	1292	i	-13.1	-0.82	-0.329	-0.683	1.33	0.2%	7.0%	12.9	5.2	3.0	1.9	1.1
COCc1nc2ccccc2n1Cc1ccccc1C	i	0.1	1047	-0.37	1181	i	-34.0	-0.213	-0.257	-0.15	0.661	-9.0%	0.0%	7.4	19.6	4.0	1.9	6.6
Cc1nc2ccc(S(=O)(=O)NCC(=O)N3CCc4ccccc4C3)cc2s1	i	0.4	1090	0.73	1740	i	-6.8	-0.00196	-0.215	-0.0662	0.835	4.1%	-1.5%	31.0	-3.5	3.7	2.5	6.9
CN(CC(=O)Nc1nccs1)S(=O)(=O)c1ccc(F)cc1	i	-0.5	1092	-0.19	1208	i	1.2	-0.294	-0.26	0.347	0.0147	-1.3%	-1.0%	-2.8	-14.3	6.3	0.6	72.8
Cc1cc(OCCN2CC(C)OC(C)C2)ccc1[N+](=O)[O-] (stereo not drawn)	i	2.9	1373	-0.59	1399	i	1.9	0.0517	-0.189	-0.0325	-0.0235	5.3%	1.2%	-18.8	1.8	1.6	0.9	3.2
CCOC(=O)C(=O)N/N=C/c1ccc(F)cc1	i	-1.4	1318	0.46	970	.	.	-0.51	-0.185	-0.122	0.165	2.5%	-0.7%	.	.	.	.	.
O=C(NCc1ccco1)c1cnc2ccccn2c1=O	i	0.3	1080	-0.2	1881	i	-5.7	-1.35	-0.231	-0.323	1.5	0.3%	0.9%	-4.9	-2.6	3.7	1.7	7.2
CCn1c(-c2cc(-c3ccccc3OC)nc3ccccc23)n[nH]c1=S	i	-3.4	530	-0.94	1282	i	14.6	0.00982	-0.235	-0.037	0.998	-1.4%	-1.2%	4.4	3.4	1.5	3.3	7.5

structure	Yfh1-off respiration	bCat nuc transl	bCat nuc transl cell count 5 µM	Insulin prom up	Insulin prom up cell count	Autophagy HCS	Autophagy HCS cell loss 18 h	Dynein transport	Dynein transport cytoplasmic EGFP	Dynein transport nuclear GR-EGFP	Dynein transport cell count	AID2073	HIV fusion peptide	WT yeast gro inh	WT yeast gro inh mutant strain	MT stabilize HCS	MT stabilize HCS Hoechst-high %	MT stabilize HCS cytotoxicity %
COc1cccc(CC2CC(=O)N(c3ccc4c(C)cc(=O)oc4c3)C2=O)c1 (stereo not drawn)	i	2.5	992	-0.03	1241	i	10.4	-1.14	-0.225	-0.605	0.819	-1.5%	-0.5%	5.9	8.3	3.2	2.0	3.5
COCc1cc(C)nc(OCC(=O)N/N=C/c2cccc(OC)c2)c1C#N	i	-2.5	928	-0.29	1617	i	-32.1	0.632	-0.23	0.642	0.0516	?	-0.6%	-20.1	-22.6	2.0	1.5	5.5
Cc1nn(C2CCS(=O)(=O)C2)c(Cl)c1/C=C/C(=O)OCC(=O)Nc1ccccc1OC(F)F (stereo not drawn)	i	-1.7	1182	.	.	i	20.2	-0.639	-0.292	-0.0818	0.375	37.3%	0.5%	-4.7	-50.1	1.5	1.8	8.0
Cc1noc(C)c1C(=O)OCC(=O)C12CC3CC(CC(C3)C1)C2	i	-1.4	877	-0.43	1522	i	-1.7	0.0619	-0.375	0.045	0.791	0.6%	1.2%	-6.6	-9.3	1.7	2.1	2.4
O=C1CC(c2ccc(F)cc2)CC2=C1C(c1ccc([N+](=O)[O-])o1)Nc1ccccc1N2 (stereo not drawn)	i	-2.5	1205	-0.85	1425	.	.	-0.046	-0.263	-0.124	0.308	-1.1%	-0.6%	.	.	.	.	.
CCN(CC)CCC(=O)Nc1ccc2c(c1)N(C(=O)CN(CC)CC)c1ccccc1CC2	i	-0.9	1444	-0.19	1564	i	34.7	0.799	-0.185	1.46	-0.536	-4.9%	-0.4%	2.4	77.4	1.9	0.7	6.9
CSc1nnc(-c2ccc(F)cc2)o1	i	-7.5	961	-0.41	1369	i	-14.1	0.207	-0.0774	0.145	0.238	23.3%	12.8%	3.9	-0.2	1.8	2.2	7.1
